# Bioassay records from PubChem.
# OXTR potentiator: human OXTR potentiation. P30559. CHO-OTR cells, Fluo-8 calcium fluorescence, potentiator mode; 0% = oxytocin EC15, 100% = EC100. activation, % at 3 µM. 0.061% of 320,000 active;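 active means activation above that plate's cutoff, the mean activation of tested compounds plus 3 SD, cut at about 6.6% in these data, passing the limit was not always enough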;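 further: 100% uses oxytocin at 75 nM as the full agonist control; some results filed as inactive read as strong as hits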
# Target sequence (P30559 whole entry, looked up): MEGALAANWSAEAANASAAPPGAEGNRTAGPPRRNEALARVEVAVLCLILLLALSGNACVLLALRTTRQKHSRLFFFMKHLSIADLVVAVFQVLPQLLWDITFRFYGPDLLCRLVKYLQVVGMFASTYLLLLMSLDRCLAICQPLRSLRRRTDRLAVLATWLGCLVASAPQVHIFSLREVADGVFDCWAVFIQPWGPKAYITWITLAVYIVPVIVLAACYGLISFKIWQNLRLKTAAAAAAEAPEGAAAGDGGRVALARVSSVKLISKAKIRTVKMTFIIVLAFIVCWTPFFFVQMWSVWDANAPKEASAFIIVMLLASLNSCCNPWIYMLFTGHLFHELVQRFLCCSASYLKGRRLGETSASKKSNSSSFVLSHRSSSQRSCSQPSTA
#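 Assay system: CHO cell line stably expressing human OTR | Also added: Oxytocin at about EC15, sub-maximal agonist stimulus | Times: Compound 6 min at room temperature before oxytocin, 100 s read | Measured by: Fluo-8 intracellular calcium fluorescence, ex 470-495, em 515-575 nm | Controls: EC15 oxytocin alone as 0%, 75 nM oxytocin as 100%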
# CHO-K1 Ca ag: counter-screen for M1 agonists: effect in parental CHO-K1 cells. 0.48% of 360,000 active. activation, % at 3 µM. Fluo-8 calcium fluorescence; scaled to maximal ATP response, vehicle zero; in the data active means activation above about 15%;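 further: untransfected CHO-K1 host cells lacking M1 receptor as counterscreen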
# CHRM1 agonist: activates human CHRM1 receptor | P11229 | CHO-K1 hM1, Fluo-8 calcium fluorescence, agonist mode; 0% DMSO, 100% acetylcholine EC100 | activation, % at 3 µM | 0.33% of 360,000 active;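 active means activation above the run's mean compound activation plus 3 SD, cut at about 16% in these data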;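 further: peak over basal fluorescence ratio within a 140 s kinetic read after compound addition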
# V1R ag counter: activates human V1a receptor in oxytocin agonist counter-screen; P37288; CHO-V1R cells, Fluo-8 calcium fluorescence, agonist mode; 0% DMSO, 100% 3 nM vasopressin; activation, % at 3 µM; 0.25% of 320,000 active; AID 2797;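 active means activation above the mean activation of all tested compounds plus 3 SD, per screening run, cut at about 20% in these data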;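 further: signal is peak over basal fluorescence ratio across a 100 second FLIPR read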
# Target sequence (P37288 whole entry, looked up): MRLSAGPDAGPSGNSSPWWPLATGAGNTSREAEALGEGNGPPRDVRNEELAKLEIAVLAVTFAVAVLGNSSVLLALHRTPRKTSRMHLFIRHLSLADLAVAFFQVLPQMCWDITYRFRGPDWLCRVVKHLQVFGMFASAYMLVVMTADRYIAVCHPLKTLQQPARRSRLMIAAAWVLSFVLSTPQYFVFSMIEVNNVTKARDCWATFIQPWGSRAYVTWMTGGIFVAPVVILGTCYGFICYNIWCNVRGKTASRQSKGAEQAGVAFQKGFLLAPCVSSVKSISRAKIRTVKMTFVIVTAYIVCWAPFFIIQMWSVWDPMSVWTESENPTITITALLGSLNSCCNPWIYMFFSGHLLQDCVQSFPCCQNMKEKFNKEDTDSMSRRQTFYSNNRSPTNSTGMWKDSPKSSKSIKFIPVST
# CHO-K1 Ca antag: counter-screen for M1 antagonists: effect in parental CHO-K1 cells; ATP-induced calcium, Fluo-8 fluorescence; inhibition, % at 3 µM; 0.6% of 360,000 active;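 active means inhibition above a per-plate cutoff, the plate's mean sample inhibition plus 3 SD, cut at about 24% in these data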;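 further: 0% = DMSO plus EC80 ATP and 100% = DMSO alone without ATP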
# M1 PAM parental: nonselective activator or artifact in parental CHO-K1 calcium assay; AID 602247; 0.02% of 360,000 active; activation, % at 3 µM; ATP EC20, Fluo-8 calcium fluorescence; 0% at ATP EC20, 100% at ATP max;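 active means activation above the run cutoff, the mean activation of all test compounds plus 3 SD, cut at about 40% in these data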;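 further: peak over basal fluorescence ratio in a 140 s read after ATP addition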
# TAAR1 antag: antagonists of human TAAR1. Q96RJ0. CHO RD-HGA16 TAAR1, Fluo-8 calcium fluorescence, antagonist. inhibition, % at 3 µM. 1.5% of 360,000 active;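 active means inhibition above a per-plate cutoff, the mean inhibition of test compounds on that plate plus 3 SD, cut at about 49% in these data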;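 further: 0% = DMSO plus EC80 beta-PEA response and 100% = DMSO alone without agonist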
#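 Test system: CHO RD-HGA16 cells bearing hTAAR1 | Reagent: β-PEA, EC80 | Compound dosing: 3 µM, single point | Schedule: Dye loading 75 min at 37 °C, then 30 min room temperature | Signal: Calcium fluorescence with Fluo-8 | Evaluation: Percent inhibition of PEA-evoked calcium signal, max/basal emission ratio | Control set: DMSO-only wells and EC80 β-PEA-stimulated wells | Repeats: Singlicate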
# CHO parental Ca: counter-screen: ATP calcium response change in parental CHO cells | parental CHO-K1, ATP-induced calcium, Fluo-8 fluorescence | inhibition, % at 5.6 µM | 0.63% of 330,000 active | AID 463079;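 active means inhibition above that plate's mean sample inhibition plus 3 SD, cut at about 26% in these data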;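 further: 0% = ATP-challenged DMSO wells and 100% = DMSO wells without ATP; some compounds past the cut are filed as inactive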
#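 Material: Parental CHO cells | Reagent: ATP | Compound dosing: Single nominal dose of 5.6 µM per compound | Detection: Intracellular calcium via Fluo-8 no-wash fluorescent dye | Read-out: % inhibition of ATP-induced calcium mobilization | Benchmarks: Low control ATP plus DMSO, high control DMSO only | Replicates: Singlicate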
# TAAR1 agonist: human TAAR1 agonism | AID 624467 | 0.99% of 360,000 active | CHO RD-HGA16 TAAR1, Fluo-8 calcium fluorescence; vehicle wells 0%, saturating PEA agonist 100% | activation, % at 3 µM | Q96RJ0;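 active means activation above the mean activation of all test compounds in the run plus 3 SD, cut at about 38% in these data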
#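 Signal – calcium-sensitive Fluo-8 signal, excitation 470-495, emission 515-575 nm · System – RD-HGA16 (CHO) cells co-expressing Gα16 and hTAAR1 · Incubation – 17-24 h seeding, 75 min 37 °C dye, 30 min RT · Compound dosing – 3 µM single concentration · Repeats – no replicates (n 1)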
# Numbers without * were called inactive; . = not tested or not shown.
compound	V1R ag counter	TAAR1 agonist	CHRM1 agonist	M1 PAM parental	TAAR1 antag	CHO parental Ca	OXTR potentiator	CHO-K1 Ca ag	CHO-K1 Ca antag
CCN(CC)N=Nc1ccc(C(=O)O)cc1	0.2	1	-1	2	-23	1	-6	0.0	-1
Cc1cccc2sc(NC(=O)c3ccc(OCC4CCCO4)cc3)nc12 (configuration not stated)	9.8	24	-6	18	36	4	-10	1.2	-11
CC(C)(C)C(=O)NCc1ccc(C(=O)CSc2nnc(C3CC3)n2C2CC2)s1	0.2	-2	0	9	2	-9	-7	0.1	-1
CCCCN(C)C(=O)c1cc2cc([N+](=O)[O-])cc(OC)c2oc1=O	-0.5	0	-3	-9	-13	-6	-7	0.0	-10
Cc1ccnc2c1ccc1c(C)ccnc12	0.2	.	-7	-8	.	-20	-5	-0.8	-8
CC(C)(/C=N/O)/[N+]([O-])=C/c1ccccc1	0.4	3	-2	11	-10	1	-6	1.0	-3
CCOC(=O)c1ccc(NC(=O)N2CCOCC2)cc1	0.1	1	-4	-5	-8	-2	-3	-0.1	-4
Cc1ccc(C)n1-c1ccc(N2CCOCC2)c([N+](=O)[O-])c1	-1.4	1	-3	21	6	-2	-4	1.0	-5
CC(=O)c1cccc(NC(=O)N2CCCc3ccccc32)c1	0.9	1	-3	22	8	4	-6	0.9	-7
Cn1cc(CCNC(=O)C2CCC(=O)N(CCc3ccc(Cl)cc3)C2)cn1 (configuration not stated)	-0.7	5	-3	7	-14	-7	-6	5.4	-2
Cn1nccc1C(=O)N1CCN(c2ccccc2Cl)CC1	0.2	0	-1	-19	-14	-10	-5	0.5	2
COc1ccc2sc(NC(=O)NC(=O)c3c(Cl)cccc3Cl)nc2c1	0.3	4	-4	9	0	0	-6	0.0	-1
CCc1nc2c(OCCn3cccc3)cccn2c1N(C=O)Cc1ccccc1	.	0	-5	14	5	.	.	1.2	-5
CC(C)C(=O)Nc1nc(-c2ccc3c(c2)CCN3C(=O)C2CC2)cs1	4.1	8	-4	2	27	-10	-6	4.0	-7
O=C(COC(=O)CCCN1C(=O)c2ccccc2C1=O)Nc1ncc(Cl)cc1Cl	3.8	17	-1	14	21	-33	-11	2.4	-7
CCC(=O)Nc1ccc(C(=O)Nc2cccc(C)n2)cc1	0.9	4	-3	12	6	5	-6	0.1	-13
COC(=O)c1ccccc1NC(=O)c1ccccc1N(C)S(=O)(=O)c1ccccc1	2.2	4	-3	21	-1	2	-6	0.1	-12
CCCC(=O)Nc1cccc(NC(=S)NC(=O)C(C)Oc2ccc(Cl)cc2Cl)c1 (configuration not stated)	3.0	5	1	27	-7	-24	-5	1.7	-10
Cn1cccc1C(=O)Nc1ccc(Cl)c(S(=O)(=O)N2CCCCC2)c1	-0.7	-2	-2	9	-18	-24	-5	0.7	-8
CCCOc1ccccc1Cn1c(=O)oc2ccc(C)cc21	0.4	10	-4	-1	12	1	-17	-0.2	-3

# (continued)
compound	V1R ag counter	TAAR1 agonist	CHRM1 agonist	M1 PAM parental	TAAR1 antag	CHO parental Ca	OXTR potentiator	CHO-K1 Ca ag	CHO-K1 Ca antag
O=C1/C(=C/c2ccc([N+](=O)[O-])cc2)Oc2cc(O)ccc21	.	11	8	-3	-1	.	.	13	-13
COc1ccc(-c2csc(N3CCN(C(=O)c4ccco4)CC3)n2)cc1	4.1	3	-2	6	32	-7	-1	4.3	-3
O=C(CN1C(=O)c2cccnc2Oc2ccc(Cl)cc21)NCCc1ccccc1	0.5	10	1	-12	12	-18	-8	3.5	-10
COc1cc(/C=N/n2c(-c3ccccc3)n[nH]c2=S)ccc1O	0.6	0	-5	21	-20	-4	-7	0.6	-6
CCCC(=O)N1c2ccccc2C(N(C(C)=O)c2ccccc2)CC1C (configuration not stated)	0.2	19	-2	8	10	-18	-5	0.3	9
CC(=O)NC(Cc1cc(C)ccc1C)C(=O)N1CCN(C(=O)Nc2ccc(C(C)=O)cc2)CC1 (configuration not stated)	0.2	11	-2	3	-5	-19	-5	0.8	-8
COc1ccc([N+](=O)[O-])cc1NCc1ccccc1	-0.8	6	-8	29	-3	-8	5	0.5	-10
CCN(CC)CCCNC(=O)c1oc2ccc(S(=O)(=O)N3CC(C)CC(C)C3)cc2c1C (configuration not stated)	-0.3	0	-12	0	0	-29	-5	0.7	-8
COc1cc(/C=C/C(=O)NCCc2ccc(S(N)(=O)=O)cc2)ccc1OCC#N	0.0	0	-3	-19	-7	-6	-2	-0.1	18
Cc1cc(C(=O)N2CCC(C(=O)O)CC2)c(C(F)(F)F)o1	0.3	1	-3	6	-4	2	-2	0.6	1
Cc1ccc(C)c(OCCC(=O)OCC(=O)N2CCN(c3ccccc3)CC2)c1	2.9	3	1	-9	29	-24	-14	2.2	11
COc1ccc(S(=O)(=O)N/N=C\c2ccc3c(c2)OCO3)cc1	4.0	.	-2	17	.	-14	-4	3.0	-1
C[C@@H]1CN([C@@H](C)CO)C(=O)c2cc(NC(=O)C3CCCCC3)ccc2O[C@@H](C)CCCCO[C@H]1CN(C)S(=O)(=O)c1ccc(Cl)cc1	.	1	-7	19	-11	.	.	0.9	-10
CC1(C)NC(=O)N(CC(O)CN(c2cccc([N+](=O)[O-])c2)S(=O)(=O)c2ccccc2)C1=O (configuration not stated)	0.6	5	1	1	-17	-1	-10	0.2	17
CCOC(=O)C1CCN(S(=O)(=O)CCNC(=O)c2ccccc2)CC1	-0.6	1	-2	-9	-24	0	-3	-0.1	17
COCCCN(C(=O)c1cc2c(s1)CCCCC2)c1c(N)n(Cc2ccccc2)c(=O)[nH]c1=O	0.7	0	-1	-6	-13	-14	-3	0.2	9
CCCCn1cnc2c(SCc3ccccc3)nc(N)nc21	.	-1	-1	15	-28	.	.	0.4	-12
C/C(Sc1nnc(Cc2ccccc2)o1)=C(\O)c1ccccc1	.	3	-7	24	17	.	.	1.5	-19
COc1ccccc1NS(=O)(=O)c1ccc(C(=O)NCCCn2ccnc2)cc1	-0.4	6	-8	-3	-8	-4	-5	0.3	-3
CCOC(=O)Nc1cc(OCC)c(NC(=O)C2CC2)cc1OCC	0.4	5	-2	17	7	-9	4	0.8	-6

# As entered above:
# TAAR1 agonist result of COc1ccc2sc(NC(=O)NC(=O)c3c(Cl)cccc3Cl)nc2c1 stands at 4
# OXTR potentiator result of COc1ccc([N+](=O)[O-])cc1NCc1ccccc1 stands at 5

# Going on with the list:
compound	V1R ag counter	TAAR1 agonist	CHRM1 agonist	M1 PAM parental	TAAR1 antag	CHO parental Ca	OXTR potentiator	CHO-K1 Ca ag	CHO-K1 Ca antag
CCC1(C(=O)c2ccccc2)C(c2ccc([N+](=O)[O-])cc2)C1(C(=O)OC)C(=O)OC (configuration not stated)	-0.9	2	-3	2	-14	-25	-1	0.2	-1
Cn1c(=O)c2c([nH]c(=O)n2C)n(C)c1=O	0.8	4	0	-5	-7	4	-7	0.0	9
CC(C)CNS(=O)(=O)c1ccc(OCC(=O)NCc2ccco2)cc1	0.6	5	0	7	7	-2	-6	0.1	4
CCOc1ccc(C(c2c(NC(=O)c3ccco3)sc(C)c2C)N2CCOCC2)cc1 (configuration not stated)	-0.1	14	-5	5	-23	-29	-4	0.2	-18
CN(C)N=Nc1ccc(S(=O)(=O)NC(=O)Cc2ccccc2)cc1	0.5	-1	1	-5	4	-4	2	-0.5	9
CC(C)Cn1c(N)c(C(=O)NCC2CCCO2)c2nc3ccccc3nc21 (configuration not stated)	5.9	20	4	8	27	-24	-14	1.8	5
CCOC(=O)/C(O)=C/c1ncc(C(F)(F)F)cc1Cl	1.4	9	-4	13	0	-19	0	0.5	-8
CCOc1ccccc1CN1CCNC(=O)C1CC(=O)N(C)CCc1ccccn1 (configuration not stated)	1.5	54*	-3	6	-20	-9	-14	0.0	12
O=C(Nc1cc([N+](=O)[O-])ccc1F)C1CCN(S(=O)(=O)c2cccs2)CC1	5.6	7	0	17	16	-4	-3	2.1	-16
O=C(c1cccc(C(F)(F)F)c1)N1CCN(C2CCCCC2)CC1	-0.1	11	-14	-16	7	-8	-6	0.4	13
COc1cc2c(=O)n(CCC(=O)NCC3CCCO3)c(=O)n(CC(=O)Nc3ccccc3C)c2cc1OC (configuration not stated)	1.4	-2	-6	-8	-2	4	-10	0.0	4
O=C(NNC(=S)Nc1ccccc1Cl)c1ccncc1	0.0	0	-2	8	-6	-8	-10	0.3	-9

# In the list so far, 9 contain an aryl methoxy group.
compound	V1R ag counter	TAAR1 agonist	CHRM1 agonist	M1 PAM parental	TAAR1 antag	CHO parental Ca	OXTR potentiator	CHO-K1 Ca ag	CHO-K1 Ca antag
CCCCN(C)C(=O)c1cc2cc([N+](=O)[O-])cc(OC)c2oc1=O	-0.5	0	-3	-9	-13	-6	-7	0.0	-10
COc1ccc2sc(NC(=O)NC(=O)c3c(Cl)cccc3Cl)nc2c1	0.3	4	-4	9	0	0	-6	0.0	-1
COc1ccc(-c2csc(N3CCN(C(=O)c4ccco4)CC3)n2)cc1	4.1	3	-2	6	32	-7	-1	4.3	-3
COc1cc(/C=N/n2c(-c3ccccc3)n[nH]c2=S)ccc1O	0.6	0	-5	21	-20	-4	-7	0.6	-6
COc1ccc([N+](=O)[O-])cc1NCc1ccccc1	-0.8	6	-8	29	-3	-8	5	0.5	-10
COc1cc(/C=C/C(=O)NCCc2ccc(S(N)(=O)=O)cc2)ccc1OCC#N	0.0	0	-3	-19	-7	-6	-2	-0.1	18
COc1ccc(S(=O)(=O)N/N=C\c2ccc3c(c2)OCO3)cc1	4.0	.	-2	17	.	-14	-4	3.0	-1
COc1ccccc1NS(=O)(=O)c1ccc(C(=O)NCCCn2ccnc2)cc1	-0.4	6	-8	-3	-8	-4	-5	0.3	-3
COc1cc2c(=O)n(CCC(=O)NCC3CCCO3)c(=O)n(CC(=O)Nc3ccccc3C)c2cc1OC (configuration not stated)	1.4	-2	-6	-8	-2	4	-10	0.0	4

# Outcome played no part in choosing rows; 3.3% or so of the library scored in one or more.
